Source: PubChem BioAssay
D2 antag = D2 dopamine receptor (human) antagonism | HEK293 TREx D2 cells, calcium flux, dopamine EC80 | P14416 | 2% of 340,000 active | AID 485344 | inhibition, % at 10 µM; in the data active = inhibition above about 30%; also: 0% is about no effect
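Calcium mobilization kinetics were recorded at 1 s intervals in tetracycline-induced HEK293 T-REx D2 cells, first for 180 s after compound addition and then 180 s after EC80 dopamine.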
D2 ag = D2 dopamine receptor (human) agonism | P14416 | HEK293 T-REx D2 cells, calcium flux agonist mode | activation, % at 2 µM | 0.53% of 340,000 active;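 active = activation over 3 SD above normal in the single-dose calcium agonist read, cut at about 30% in these data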; also: 0% is about no effect
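Calcium-flux readout, 1 cycle/sec over 180 s following compound pin transfer, in inducible HEK293 Trex D2 cells (force-coupled); dopamine controls included. Positive calcium responses during this window marked compounds as potential agonists.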
D1 potentiator = enhances dopamine response at the human D1 receptor. 0.036% of 360,000 active. P21728. HEK293 TREx D1 cells, calcium flux, dopamine EC20 potentiation. AID 504651. potentiation, % at 10 µM; in the data active = potentiation above about 30%; also: 0% is about no effect
Target sequence (P21728 whole entry, looked up): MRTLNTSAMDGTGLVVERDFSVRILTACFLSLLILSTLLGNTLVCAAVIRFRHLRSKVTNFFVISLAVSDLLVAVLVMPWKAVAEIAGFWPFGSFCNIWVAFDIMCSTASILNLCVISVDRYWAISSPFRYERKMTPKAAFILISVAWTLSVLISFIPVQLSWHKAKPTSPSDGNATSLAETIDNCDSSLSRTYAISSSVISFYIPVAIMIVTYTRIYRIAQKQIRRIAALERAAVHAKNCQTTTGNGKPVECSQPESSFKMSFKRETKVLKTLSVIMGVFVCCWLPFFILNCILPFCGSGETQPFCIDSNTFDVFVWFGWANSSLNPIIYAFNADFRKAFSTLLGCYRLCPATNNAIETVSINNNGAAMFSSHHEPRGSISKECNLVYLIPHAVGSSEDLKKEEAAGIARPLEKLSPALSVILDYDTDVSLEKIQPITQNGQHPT
D1 antag = blocks dopamine activation of the human D1 receptor. P21728. HEK293 TREx D1 cells, calcium flux, dopamine EC80; active compounds read low. activity change, negative = inhibition, % at 10 µM. 3.2% of 360,000 active; in the data active = activity change below about -30%; also: % is scaled to controls: 0 for no effect and ±100 for the full control effect
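Allosteric or orthosteric antagonism assessed as attenuation of the calcium response to EC80 dopamine, added 180 s after compound, in induced HEK293 Trex D1 cells loaded with no-wash calcium dye.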
TRHR enhancer = allosterically enhances the human TRH receptor; P34981; TRHR cells, fluo-8 calcium fluorescence, EC20 TRH enhancement; enhancement, % at 2 µM; 0.66% of 360,000 active; in the data active = enhancement above about 30%; also: 0% is about no effect
Target sequence (P34981 whole entry, looked up): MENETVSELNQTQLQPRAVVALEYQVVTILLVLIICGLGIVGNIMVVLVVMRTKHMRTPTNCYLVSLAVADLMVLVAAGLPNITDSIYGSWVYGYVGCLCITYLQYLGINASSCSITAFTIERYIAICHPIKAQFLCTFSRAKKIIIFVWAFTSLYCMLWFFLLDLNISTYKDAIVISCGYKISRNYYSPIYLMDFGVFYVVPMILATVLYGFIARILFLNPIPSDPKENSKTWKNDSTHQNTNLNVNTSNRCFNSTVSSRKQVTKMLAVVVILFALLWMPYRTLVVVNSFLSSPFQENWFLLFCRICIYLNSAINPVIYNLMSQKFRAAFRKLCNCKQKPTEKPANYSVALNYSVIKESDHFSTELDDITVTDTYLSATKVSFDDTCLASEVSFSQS
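Enhancer read-out: after compound pinning and an initial kinetic agonist-mode read, an EC20 of TRH (10 nM final) was injected and fluo-8 calcium signal (Ex 480/Em 530) followed at 1 s/cycle for 100 cycles in TRHR-expressing cells.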
D2 potentiator = positively modulates the human D2 dopamine receptor allosterically. 0.34% of 340,000 active. HEK293 T-REx D2, calcium flux, EC20 dopamine potentiation. potentiation, % at 10 µM;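 active = potentiation over 3 SD above the plate norm, cut at about 30% in these data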; also: 0% is about no effect
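Calcium flux readout, no-wash dye, 1 read/s. Inducible HEK293 Trex D2 line, overnight 30 C. Compound alone 180 s (agonist flags), then EC20 dopamine, another 180 s to score potentiation.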
D1 agonist = human D1 receptor agonism; 1% of 360,000 active; P21728; activation, % at 2 µM; HEK293 T-REx D1 cells, calcium flux, agonist mode; also: 0% is about no effect
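Inducible HEK293 T-REx D1 cells, force-coupled to calcium signalling, were plated at 4000 cells/well with tetracycline and held overnight at 30 C. After no-wash calcium dye loading, compound-evoked calcium rise over 180 s flagged agonists.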
RXFP1 antag = antagonists of human relaxin receptor RXFP1; Q9HBX9; HEK293-RXFP1, relaxin-stimulated cAMP HTRF, 30 min; active compounds read low; activity change, negative = inhibition, % at 57.5 µM; 0.59% of 350,000 active; AID 1259400;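 active = activity change of -60% or lower, but not beyond a set lower limit; inconclusive = change between -60% and -40%, or beyond the set limit; inactive = change above -40%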; also: % is scaled to controls: 0 for no effect and ±100 for the full control effect
TRHR agonist = TRH receptor (human) agonism. TRHR cells, calcium flux fluo-8, FDSS agonist mode. activation, % at 2 µM. 0.18% of 360,000 active. AID 493084; also: 0% is about no effect
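Read-out: compound-evoked intracellular calcium rise in TRHR cells, fluo-8 dye, kinetic FDSS fluorescence at 1 s/cycle following a 10-cycle baseline. Cells cultured overnight before dye loading (30 min–1.5 h, RT).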
An asterisk follows results filed as active; ? = inconclusive; nt = not tested or not shown; & = joins results of further samples. Rule as the data show it, unless noted: active = activation above about 30%; inactive = the rest.

SMILES	D2 antag	D2 ag	D1 potentiator	D1 antag	TRHR enhancer	D2 potentiator	D1 agonist	RXFP1 antag	TRHR agonist
Cc1cc(OCC(=O)NC2CC2)c2c(C)c(C)c(=O)oc2c1	7	-0.1	-2	-2	2	-9	0	14	-0.2
O=C(Nc1ccccc1)c1ccc(=O)[nH]n1	-14	0.5	-4	0	-1	2	2	11	0.7
CCCn1ncc(C(=O)N(C)C2CCCN(Cc3ccccc3F)C2)c1C (stereo not drawn)	-1	0.1	0	-13	1	-4	6	1	0.1
COc1cccc(/C=N/n2c(N)c(S(=O)(=O)c3cccs3)c3nc4ccccc4nc32)c1OC	-3	0.1	-7	-8	4	9	4	23	0.1
O=C(Nc1ccc([N+](=O)[O-])cc1)Nn1cnnc1	10	1.0	-8	10	1	-3	1	2	0.3
O=C(O)CSCc1nc2scc(-c3ccccc3)c2c(=O)[nH]1	-1	-0.8	-3	-7	5	9	-2	-12	-1.1
COc1cc(/C=N/n2c(-c3ccccc3)n[nH]c2=S)cc(OC)c1OC	-1	1.6	-6	0	2	-1	-1	3	-0.1
CC(NC(=O)CCn1c(=O)c2cccn2c2ccc(F)cc21)c1ccccc1 (stereo not drawn)	nt	0.0	-4	-8	-10	4	3	-4	-0.5
CCOc1ccc(OCC)c(N=c2oc3c(C)ncc(CO)c3cc2C(N)=O)c1	10	0.1	-5	-29	-9	-8	0	-18	-0.1
COCCN(C(=O)c1csnn1)C(C(=O)NC1CCCCC1)c1ccccc1F (stereo not drawn)	nt	nt	3	-12	8	nt	0	-5	-0.2
Cc1ccc(-c2cc(C(=O)OCC(=O)NC3CC3)c3ccccc3n2)cc1	-7	0.0	4	3	0	13	1	6	-0.4
CCOC(=O)c1sc(=NC(=O)c2ccccc2Br)n(C)c1C	4	0.6	-4	-2	-5	9	3	28	-0.2
CCC(c1nnnn1CCOC)N1CCN(Cc2ccccc2)CC1 (stereo not drawn)	-7	3.0	9	37	-2	-15	-2	-6	-0.2
COc1ccc(N2CC(NS(=O)(=O)c3ccc4ccccc4c3)CC2=O)cc1OC (stereo not drawn)	4	0.9	6	-14	2	-7	-1	-7	0.0
CCc1ccc(CNC(=O)CSc2cc(=O)n(CC)c3ccccc23)cc1	nt	-1.1	2	-1	4	-3	3	nt	0.4
O=C(/C=C/c1cccs1)N1CCC2(CC1)Oc1ccc(Cl)cc1C(=O)C21CC(c2cccnc2)=NO1 (stereo not drawn)	-2	0.4	8	-25	-2	-3	4	nt	0.4
Cc1cc2cc(C)c3nnc(SCc4ccccn4)n3c2cc1C	nt	nt	3	19	2	nt	0	-11	-1.8
CCC(CC)C(=O)Nc1cc([N+](=O)[O-])ccc1F	-3	-1.2	-19	-11	-5	-7	0	27	0.1
COc1ccc(OC)c(C2CC(=O)N3CN(c4cccc(Cl)c4C)CSC3=C2C#N)c1 (stereo not drawn)	12	1.1	-3	-6	1	-2	2	12	0.1
C=CCOc1ccc(C2C(C(=O)c3ccco3)=C(O)C(=O)N2Cc2cccnc2)cc1 (stereo not drawn)	8	0.8	-3	-10	0	nt	1	-9	-0.1
Cc1cc(OC(C)C(=O)NCc2ccncc2)c2c(C)cc(=O)oc2c1 (stereo not drawn)	-6	-2.1	-7	-3	-7	9	0	-13	-0.3
O=C(OCN1C(=O)c2ccccc2C1=O)c1cccc(OC(F)F)c1	-8	-1.1	-5	-5	17	5	5	-4	0.0
C=CCN(c1ccc(C(=O)Nc2cccc(C)c2)cc1)S(C)(=O)=O	3	-0.8	6	-5	-4	-13	0	-1	0.0
CN(CCO)c1cc(N2CCN(C(=O)c3ccco3)CC2)c2nonc2c1[N+](=O)[O-]	-3	-0.4	-8	20	-6	-4	1	4	0.6
COc1ccc2c(c1)sc1nc(-c3ccccc3)cn12	20	0.1	-2	-2	9	-6	4	-21	0.9
Next part.
SMILES	D2 antag	D2 ag	D1 potentiator	D1 antag	TRHR enhancer	D2 potentiator	D1 agonist	RXFP1 antag	TRHR agonist
COc1cccc(OC)c1OCCN1CCN(C(=O)c2ccco2)CC1	64*	88*	8	-3	0	-16	0	-6	-0.4
CCn1c(CCNC(=O)c2ccc(Cl)cc2)n[nH]c1=S	-10	-0.5	-6	-10	-1	-16	1	7	0.3
CCCC(=O)Nc1ccc(S(=O)(=O)Nc2cc(OC)nc(OC)n2)cc1	4	0.2	-1	17	-9	7	3	7	0.0
Cc1nnc(SCC(=O)OC2CC(C)CCC2C(C)C)[nH]c1=O (stereo not drawn)	2	0.1	3	-1	-3	-6	4	4	0.2
COc1ccc(NC(=O)c2cc(CC(C)C)nc3ccccc23)cc1	-8	0.5	0	6	28	-6	1	-8	0.2
CC(C)c1nc(SCC(=O)Nc2cccc(C(F)(F)F)c2)c2c(=O)n(C)c(=O)n(C)c2n1	-9	-0.1	2	0	1	-8	3	-5	0.6
COc1ccc(OCC(=O)OCc2cc(=O)n3nc(C4CC4)sc3n2)cc1	nt	0.4	-3	-29	2	-10	2	nt	0.1
Cc1ccc(C)c(N2CCN(c3nc4ccccc4n4c(C)nnc34)CC2)c1	nt	0.1	-3	5	12	-6	3	0	0.2
CCOC(=O)N1CCN(C(=O)/C=C/c2ccc(OC)cc2)CC1	0	0.6	1	-9	2	-12	4	nt	-0.2
Cc1ccc(NC(=O)CSCC(=O)OC(C)C(=O)Nc2ccccc2C)cc1 (stereo not drawn)	17	0.5	2	23	-2	-12	3	-3	-0.2
Nc1c(Cl)cc(-c2[nH]c3cc(C(=O)NCCO)ccc3c(=O)c2O)cc1Cl	9	-0.4	-4	12	7	3	12	nt	21
CCc1[nH]nc(C(=O)N2CCCC(C(=O)c3cccc(OC(C)C)c3)C2)c1C (stereo not drawn)	17	-3.7	-2	-10	-6	-3	9	-15	0.2
COc1ccc(N2CCN(C(CNS(=O)(=O)c3cccs3)c3cccnc3)CC2)cc1 (stereo not drawn)	12	-1.4	14	-17	1	26	-1	2	0.2
Cc1noc(C)c1S(=O)(=O)Nc1ccc(C(=O)N2CCc3ccccc3C2)cc1	6	0.3	-6	-3	3	3	4	-6	0.0
CC(C)(/C=N/NC(=O)CSCc1ccccc1Cl)CCC#N	-1	0.5	-4	3	20	-2	-1	-3	-0.4
COc1ccc(/C=N/NC(=O)COc2ccc(Cl)cc2Cl)cc1Cn1nc(C)cc1C	-20	0.0	1	25	0	6	6	2	-0.1
CN1CCN(C(=O)/C(=C/c2ccco2)NC(=O)c2ccccc2)CC1	-16	-0.6	nt	3	-1	8	3	-5	-0.2
O=C(N/N=C/C(Cl)=C/c1ccccc1)c1ccccn1	23	-0.2	-8	-22	-4	-15	2	-33	-0.5
O=C(/C=C/c1ccc(F)cc1)NCC1(c2ccccc2)CCOCC1	-3	-1.0	-4	-6	3	-5	-1	-5	-1.4
Cc1ccc2nc(CSc3nnc(Cc4cccs4)n3C3CCCCC3)cc(=O)n2c1	-8	0.4	4	0	1	3	2	2	0.0
COc1ccccc1Nc1nc(N)nc(CN2CCN(Cc3ccc4c(c3)OCO4)CC2)n1	6	0.0	-13	6	1	16	2	-7	-0.4
CNC(=O)C(NC(=O)Nc1ccc(C)cc1)C(C)(C)C (stereo not drawn)	4	-0.8	11	-7	-2	8	2	-8	-0.5
CN(CC(=O)Nc1ccc(Cl)cc1)C(=O)c1ccc(-n2cncn2)c([N+](=O)[O-])c1	15	1.5	-2	-9	11	-5	1	-10	0.3
Cc1nc2sc3c(c2c(=O)n1NC(=O)CCl)CCCC3	-15	-0.3	-2	-2	1	-1	1	-16	0.7
Cc1ccc(C)c(NC(=O)CN(C)C(=O)C2CCN(S(=O)(=O)c3ccc4c(c3)OCCO4)CC2)c1	-2	-1.0	-1	0	2	-4	1	-15	-0.6
Following part.
SMILES	D2 antag	D2 ag	D1 potentiator	D1 antag	TRHR enhancer	D2 potentiator	D1 agonist	RXFP1 antag	TRHR agonist
CS(=O)(=O)c1ccccc1C(=O)Nc1ccccc1Cc1ccccc1	-14	0.5	0	4	-5	-7	0	22	-0.5
Cn1c(=O)c2c(ncn2CC(=O)OCC(=O)Nc2ccc(Cl)cc2)n(C)c1=O	1	-1.7	-10	-24	3	-8	9	-10	0.0
O=C(O)/C(=C\c1ccco1)NC(=O)c1ccccc1	-1	1.6	8	23	6	19	3	nt	0.9
O=C(N/N=C/C=C\c1ccc([N+](=O)[O-])cc1)c1cccnc1	15	0.9	-4	-13	-7	4	3	6	0.1
Cc1c(C(=O)NCc2ccco2)oc2ccc(Br)cc12	-13	0.5	-6	9	-3	-4	1	-22	0.1
O=C(CSc1ccc(Cl)cc1)NNC(=O)c1ccncc1	7	-0.2	5	16	-5	7	2	-1	-0.1
CC(=O)Oc1ccccc1C(=O)Nc1ccccc1C(=O)N1CCCCC1	-6	3.2	1	-7	-3	-3	3	3	-0.3
O=C1Nc2ccccc2C(=O)N2CCCCC12 (stereo not drawn)	-15	0.5	-6	-6	-2	0	5	9	0.4
COc1ccccc1N1CCN(c2ccc3cc(S(=O)(=O)N4CCCCC4)ccc3n2)CC1	nt	0.2	-6&-2	-26&-5	1&8	-5	4&7	-16&-3	0.4&-0.1
Cc1nc2ccc([N+](=O)[O-])cc2c(=O)n1Cc1ccc(Cl)cc1	-7	0.0	-5	-22	-15	-1	3	-1	-0.2
CCOc1ccccc1Nc1nc(-c2sc(NC(=O)c3ccccc3)nc2C)cs1	5	1.4	0	-5	6	14	2	nt	0.0
CC(C)c1ccc(NC(=O)C2CCN(S(=O)(=O)c3cccc4nonc34)CC2)cc1	nt	0.2	1	3	3	8	0	nt	-0.7
CCOC(=O)N1CCN(CC(O)COc2ccc(C)c(C)c2)CC1 (stereo not drawn)	3	0.2	6	-17	2	-6	6	-2	-0.1
CCCc1ccc(Oc2cn[nH]c2-c2ccc(O)c(C)c2O)cc1	-13	0.9	-11	-17	10	2	33*	?	2.4

No enrichment for hits; about 7.3% have a hit in one of these screens.
